Jurkat tox 60K: cytotoxicity toward Jurkat cells; Jurkat E6.1 viability, ATP luminescence, 48 h; inhibition, % at 4 µM; 56,000 tested, 1.2% active;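 active means inhibition above the mean inhibition of all tested compounds plus 3 SD, cut at about 28% in these data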
HTR1E agonist: activates the human 5-HT1E serotonin receptor. P28566. activation, % at 6 µM. AID 574. CHO 5-HT1E Ga15 NFAT-bla reporter, FRET; 0% DMSO wells, 100% control agonist wells. 65,000 tested, 0.69% active;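 active means activation above a set limit, the screen-wide mean activation plus 3 SD, cut at about 8.5% in these data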;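 further: 100% = positive control agonist at 1 µM giving full maximal response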
Her2 expr inh: Her2 kinase expression inhibition; P04626; SKBR-3 HER2 protein level, AlphaScreen, 18-24 h; stronger effect = lower value; HER2 level % of control, % at 10 µM; 65,000 tested, 0.69% active; AID 645;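 active means HER2 level under 5% of the carrier-only control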;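 further: 100% = DMSO carrier and 0% = 500 nM PU-H71 HSP90 inhibitor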
Target sequence (P04626 whole entry, looked up): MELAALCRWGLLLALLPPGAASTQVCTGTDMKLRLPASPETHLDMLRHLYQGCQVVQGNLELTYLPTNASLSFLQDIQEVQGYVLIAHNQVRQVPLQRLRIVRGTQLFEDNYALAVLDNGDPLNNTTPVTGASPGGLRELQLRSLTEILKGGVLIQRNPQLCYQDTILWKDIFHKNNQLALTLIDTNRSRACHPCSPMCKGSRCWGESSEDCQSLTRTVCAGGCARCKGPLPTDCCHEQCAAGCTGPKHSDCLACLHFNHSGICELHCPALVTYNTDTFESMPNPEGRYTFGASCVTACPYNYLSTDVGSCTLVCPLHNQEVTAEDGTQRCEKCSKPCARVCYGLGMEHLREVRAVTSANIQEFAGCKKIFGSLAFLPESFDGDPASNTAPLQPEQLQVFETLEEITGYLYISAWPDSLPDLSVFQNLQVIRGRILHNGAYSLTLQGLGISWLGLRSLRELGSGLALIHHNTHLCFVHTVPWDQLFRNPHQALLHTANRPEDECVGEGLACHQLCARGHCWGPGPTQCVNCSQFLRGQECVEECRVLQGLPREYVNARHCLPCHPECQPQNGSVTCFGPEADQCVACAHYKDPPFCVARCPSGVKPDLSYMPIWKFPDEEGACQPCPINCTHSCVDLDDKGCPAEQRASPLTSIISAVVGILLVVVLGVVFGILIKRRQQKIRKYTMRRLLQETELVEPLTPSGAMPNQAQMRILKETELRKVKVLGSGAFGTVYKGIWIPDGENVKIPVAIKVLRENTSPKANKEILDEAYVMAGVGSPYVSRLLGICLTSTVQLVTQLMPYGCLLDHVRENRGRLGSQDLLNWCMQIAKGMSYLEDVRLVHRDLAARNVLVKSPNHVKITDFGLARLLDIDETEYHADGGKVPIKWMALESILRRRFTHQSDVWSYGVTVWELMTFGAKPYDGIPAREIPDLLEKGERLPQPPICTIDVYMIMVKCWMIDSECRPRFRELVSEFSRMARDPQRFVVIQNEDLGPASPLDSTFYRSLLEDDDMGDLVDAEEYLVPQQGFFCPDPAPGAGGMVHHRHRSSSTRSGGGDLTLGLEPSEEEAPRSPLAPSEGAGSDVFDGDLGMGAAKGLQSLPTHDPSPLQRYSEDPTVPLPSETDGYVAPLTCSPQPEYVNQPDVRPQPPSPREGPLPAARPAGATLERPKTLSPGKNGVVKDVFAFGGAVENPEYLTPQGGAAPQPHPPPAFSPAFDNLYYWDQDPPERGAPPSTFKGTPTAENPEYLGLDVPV
HEK293 NFkB inh: lowers PMA/ionomycin-induced NF-kB signal in HEK293 cells; inhibition, % at 3 µM; 62,000 tested, 0.21% active; HEK-293 NF-kB luciferase reporter, luminescence; AID 465;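 active means inhibition above the mean of all tested compounds plus 3 SD, cut at about 40% in these data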;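 further: 0% = stimulated DMSO wells and 100% = 10 µM reference inhibitor 5653914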
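Signal: luciferase luminescence; Material: HEK-293 cells with stable firefly luciferase reporter driven by four HIV NF-kB elements; Probe or stimulus: PMA with ionomycin; Replication: tested once; Times: 1 h compound pretreatment, then 16 h stimulation at 37 °C, 5% CO2; Benchmarks: DMSO and 10 µM reference inhibitor; Evaluation: per-plate % inhibition versus controls.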
S1P1 ag-PAM: activates or potentiates agonism at human S1P1 receptor; P21453; S1P1 CRE-bla cells, forskolin, beta-lactamase FRET, potentiator mode; S1P1 agonist co-added at EC20, 2 nM; 100% = saturating reference agonist, 0% = basal; activation, % at 9.5 µM; 56,000 tested, 0.57% active; AID 449;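 active means activation above a cutoff set at the mean activation of all tested compounds plus 3 SD, cut at about 54% in these data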;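 further: forskolin at 4 µM as EC80 and the EC20 agonist is SEW2871; 100% = SEW2871 at its EC100 plus forskolin at EC80; some compounds past the cut are filed as inactive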
M1 antag: blocks the rat M1 muscarinic receptor response to acetylcholine; 64,000 tested, 3.4% active; CHO-M1 cells, Fluo-4 calcium, ACh EC80 antagonist mode; stronger effect = lower value; B-score at 10 µM; AID 628;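 active means calcium fluorescence response, raw or row-and-column corrected B-score, differing from the plate sample mean either way at a set confidence level, mostly lower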
M1 agonist: M1 muscarinic receptor agonism; CHO-M1 cells, Fluo-4 calcium fluorescence, agonist mode; stronger effect = higher value; B-score at 10 µM; 64,000 tested, 3% active; AID 626;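 active means fluorescence rise, raw or as B-score row- and column-corrected plate score, outside the 99.7% band of its plate's samples, either direction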
S1P3 ag: S1P3 (human) receptor agonism | Q99500 | 60,000 tested, 0.1% active | activation, % at 4.5 µM | S1P3 NFAT-BLA reporter cells, FRET ratio; relative to 1 µM S1P, basal subtracted;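 active means activation above the screen-wide mean plus 3 SD, cut at about 4.5% in these data, passing the limit was not always enough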; further: some compounds called inactive have numbers as strong as hits
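Assay system: CHO cells stably expressing human S1P3, Gα16 and NFAT-β-lactamase reporter. Timing: overnight plating, 4 h compound 37 °C, 2 h substrate RT. Signal: β-lactamase FRET emission ratio 460/535 nm. Measure: percent activation versus median 1 µM S1P response, basal-subtracted, per plate. Repeats: primary screen single test, confirmation screen in triplicate.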
5HT1E antag: antagonists of human 5-HT1E serotonin receptor | P28566 | CHO 5-HT1E Ga15 NFAT-bla reporter, FRET, antagonist | inhibition, % at 6 µM | 65,000 tested, 0.99% active | AID 571;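 active means inhibition above a set limit, the mean inhibition across every tested compound plus 3 SD, cut at about 29% in these data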;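 further: signal is the 460 over 535 nm emission ratio of beta-lactamase substrate; 0% = agonist plus DMSO wells and 100% = wells without agonist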
* marks the source's active call; other numbers are inactive results; / = no result given.

SMILES	Jurkat tox 60K	HTR1E agonist	Her2 expr inh	HEK293 NFkB inh	S1P1 ag-PAM	M1 antag	M1 agonist	S1P3 ag	5HT1E antag
CC(C)C(CO)NC(=O)CC(=O)NC(CO)C(C)C (centres undefined)	-10	0.2	97	4	-6	0.39	1.4	-0.2	-1
CCCCOc1ccccc1C1C(C(=O)OC)=CN(CC)C=C1C(=O)OC	1	7.2	102	7	-64	-0.97	-1.3	2.3	-7
O=C(NCCCN1CCCC1=O)c1ccc2c(c1)OCO2	-4	0.2	66	-8	7	-1.1	0.077	0.3	-11
CC12CCC(c3c(C(=O)O)nn(-c4ccccc4)c31)C2(C)C (centres undefined)	-4	0.7	107	18	-8	0.52	-0.026	-0.9	-13
Cc1ccc(NC(=O)c2cc(NC(=O)C3CC=CCC3C(=O)O)ccc2N2CCOCC2)cc1 (centres undefined)	-3	0.3	96	20	/	0.28	0.67	-0.2	0
Cc1c(-c2ccco2)[n+](=O)c2c(n1[O-])CCCCC2	/	0.3	79	15	/	0.0036	3.3	/	-11
COc1ccc(C)cc1NC(=O)C1CCCCC1C(=O)O (centres undefined)	0	0.3	121	7	-8	-0.78	0.19	-0.5	-5
CCCCOc1ccc(-c2nnc(-c3ccco3)o2)cc1	-1	0.9	108	-34	29	-0.1	0.66	-0.5	-1
CCC(=O)Nc1ccc(N2CCN(Cc3ccccc3)CC2)cc1	-4	0.1	77	11	2	-0.4	0.28	0.8	-5
O=C(NCCN1CCc2ccccc2C1)C1CCN(S(=O)(=O)N2CCC3(CC2)OCCO3)CC1	2	-0.5	117	4	9	-0.52	0.13	0.5	5
CCOc1cc(NC(=O)c2ccco2)c(OCC)cc1NC(=O)CCc1ccccc1OC	-4	0.6	65	11	-38	1.2	-0.49	-1.4	2
CCOC(=O)N1CCN(c2cc(=O)n(Cc3ccc(F)cc3)c(=O)[nH]2)CC1	2	-0.6	100	13	-10	0.4	-0.1	0.2	-3
Cc1cccc(OCCC(=O)NCC(c2ccccc2)N(C)C)c1 (centres undefined)	4	0.3	88	12	-33	-1.7	-1.3	0.4	11
NC(=O)c1ccc(NS(=O)(=O)c2ccccc2F)cc1	2	0.3	57	14	1	-0.14	0.64	-0.8	1
CC(CC(C)C(=O)N1CCOCCN(C(=O)C(C)CC(C)C(=O)O)CCOCC1)C(=O)O (centres undefined)	-5	0.1	72	2	0	-0.046	-0.67	-0.7	3
CCC1=NC(c2ccccc2Cl)N(O)C1(C)C (centres undefined)	10	-0.8	87	4	-11	-0.31	0.4	-0.4	-3
O=C(CSc1ncc(-c2ccc(F)cc2)[nH]1)NCc1ccco1	2	-1.0	103	17	-11	0.024	-0.64	-1.0	-6
Cc1cc(NS(=O)(=O)c2ccccc2)c(C)c(Cl)c1O	8	-0.6	79	2	-13	-0.41	-1.6	-1.3	8
COc1cc(NC(=O)c2ccccc2)c(OC)cc1NC(C)=O	0	0.1	93	7	/	0.66	0.88	0.1	-2
CCOc1ccccc1N(CC(=O)O)S(=O)(=O)c1ccc(C)cc1	5	-1.5	72	18	/	0.033	0.098	-1.4	10
COc1ccc(CCNC(=O)Cc2nn(C)c(=O)c3ccccc23)cc1OC	-5	0.0	105	11	/	-0.48	-0.72	-0.6	2
COc1ccc(S(=O)(=O)N2CCCN(CC(=O)Nc3ccc4c(c3)OCO4)CC2)cc1	2	-0.3	107	16	-8	0.019	-1.2	1.5	10
Cc1ccc(NCc2nnc(SCC(=O)Nc3ccccc3)n2CC2CCCO2)c(C)c1 (centres undefined)	7	-0.3	100	6	15	-0.71	-0.098	-0.9	6
N#Cc1cc2ccccc2nc1SCc1cccnc1	2	-0.4	107	5	11	1.6	0.47	-0.4	11
CCOC(=O)c1ccccc1NC(=O)Cn1cnc2c(cnn2-c2ccccc2)c1=O	1	-0.3	95	13	-24	0.17	0.25	0.2	-10
CC1CCc2nn(CC(=O)Nc3ccc(F)cc3F)cc2C1 (centres undefined)	3	-0.5	86	11	-11	-0.038	-0.082	-0.4	-2
Cc1ccc(-c2csc3nc(C)n(-n4c(C)ccc4C)c(=O)c23)o1	-2	-0.4	76	7	-31	-0.69	0.17	0.5	-5
COc1ccc(OC)c(NC(=O)[C@H]2CC=CC[C@H]2C(=O)O)c1	1	0.5	144	18	-8	-1.6	0.029	-0.1	-3
COC(=O)Nc1cc(C)nc2ccccc12	3	8.2	100	4	-14	0.35	-0.45	-0.9	-1
Cc1ccc(-n2c(SCC(=O)NCc3ccco3)nc3nc4c(cc3c2=O)COC(C)(C)C4)cc1	/	0.1	182	/	-1	-0.24	-0.12	-3.6	4
COc1ccc(OC(C)C(=O)N2CCOCC2)cc1 (centres undefined)	-2	-0.3	65	10	-19	0.078	-0.15	0.4	-12
O=C(NC1CCCC1)c1ccc(CS(=O)(=O)c2ccc(Br)cc2)o1	7	-0.4	96	23	12	0.036	-0.42	-1.6	1
O=C(c1ccc(S(=O)(=O)N2CCCC2)cc1)N1CCCc2ccccc21	4	-1.1	131	4	-3	-1.5	0.25	-0.9	-1
CCC(C)NC(=O)c1cn(CC)c2ccc(S(=O)(=O)N(C)C)cc2c1=O (centres undefined)	1	0.6	84	6	-6	0.4	-1.2	-0.7	-1
COc1cc2c(C(=O)N3CCN(C4CCCCC4)CC3)cn(CC(C)C)c(=O)c2cc1OC	5	1.0	92	12	-24	/	/	-1.6	4
CCCc1cc(C(=O)NCC(C)C)no1	0	0.5	121	2	-7	-0.33	-0.61	0.2	-12
CCOCCCNC(=O)C1CCCN1S(=O)(=O)c1ccc(Cl)cc1 (centres undefined)	4	-0.3	83	1	-2	-0.17	-0.35	-0.6	-1
O=C(c1ccncc1)N1C2C=CC(C2)C1(C(F)(F)F)C(F)(F)F (centres undefined)	6	0.5	92	18	-11	0.92	0.024	-2.0	-7
O=C(Nc1ncccn1)C1CCCN1S(=O)(=O)c1ccc(Cl)c(Cl)c1 (centres undefined)	-6	-0.1	101	25	/	0.81	0.16	0.4	-8
CC(CCc1ccccc1)NC(=O)c1cccnc1 (centres undefined)	6	-0.3	121	18	-14	0.49	0	-0.9	2
CC(=O)c1ccc(NC(=O)N[C@@H](Cc2ccccc2)C(=O)O)cc1	6	-1.3	66	-4	11	0.53	-0.47	0.2	12
CC1(C)CC(=O)C2=C(C1)N(CCN1CCOCC1)C1=C(C(=O)CC(C)(C)C1)C2c1cccc(Cl)c1	15	4.8	108	-6	-61	-0.19	0.77	2.2	-2
Cc1coc2c(C)c3oc(=O)c4c(c3cc12)CCC4	0	0.2	81	0	-26	0.099	0.42	0.8	-8
CC(=O)c1ccc(NC(=O)CSc2nnc(-c3ccoc3C)n2Cc2ccccc2)cc1	14	-1.8	59	14	35	-1.1	27*	-1.4	10
CCOCCCNC(=O)CCCOc1ccccc1	-3	0.6	92	0	/	0.05	-0.37	-1.0	-1

Four of the entries above in order of the S1P3 ag value, largest number first.
SMILES | S1P3 ag
CC(=O)c1ccc(NC(=O)N[C@@H](Cc2ccccc2)C(=O)O)cc1 | 0.2
CCC(C)NC(=O)c1cn(CC)c2ccc(S(=O)(=O)N(C)C)cc2c1=O (centres undefined) | -0.7
CC(CCc1ccccc1)NC(=O)c1cccnc1 (centres undefined) | -0.9
CCOCCCNC(=O)CCCOc1ccccc1 | -1.0

Additional compounds follow.
SMILES	Jurkat tox 60K	HTR1E agonist	Her2 expr inh	HEK293 NFkB inh	S1P1 ag-PAM	M1 antag	M1 agonist	S1P3 ag	5HT1E antag
OCCCc1nc2n(n1)C(c1cccs1)C=C(c1ccccc1)N2 (centres undefined)	1	1.8	88	4	-1	-15*	431*	1.7	17
COc1cc(C2C(C(=O)N3CCOCC3)=C(C)NC3=C2C(=O)CCC3)ccc1OC(C)=O (centres undefined)	-6	-0.1	95	0	-2	0.4	-1	-0.6	1
CCC(=O)c1ccc(OCC(O)CN2CCN(S(=O)(=O)N3CCCCC3)CC2)cc1 (centres undefined)	2	-0.3	90	1	/	0.29	-0.92	6.1	8
O=C(C1CC1)N1CCCN(C(=O)C2CC2)CC1	-3	0.7	89	15	/	-0.0035	0.46	-0.9	-3
CCOC(=O)c1cc(S(=O)(=O)NC2CCN(C(=O)OCC)CC2)cn1C	12	-0.7	66	10	-9	-0.38	-1.1	0.9	-4
CC(O)c1nc2ccccc2n1Cc1nnc(-c2ccc(Cl)cc2)o1 (centres undefined)	1	-1.1	108	10	12	0.077	-1	-0.9	0
CCOC(=O)C1CCN(C(=O)c2oc3ccc(S(=O)(=O)N4CC(C)CC(C)C4)cc3c2C)CC1 (centres undefined)	/	-0.3	240	20	/	-1.3	0.68	/	3
FC(F)(F)c1cc(-c2ccco2)nc(N2CCOCC2)n1	0	0.1	92	-14	-22	0.35	0.88	-0.7	11
CC(C)OC(=O)c1cccnc1SCc1cc(=O)n2ccccc2n1	6	0.8	67	0	-17	-0.016	0.06	1.1	5
CCOC(=O)c1ccc(Oc2c(C)oc3c(CN4CCN(C)CC4)c(O)ccc3c2=O)cc1	-3	0.7	119	10	-17	-4.4*	-0.19	0.6	-2
CCOC(=O)c1cnn(-c2nc(SC)nc3sc4c(c23)CCC4)c1N	7	0.2	121	13	-15	0.09	0.0031	0.4	-10
CCn1c(Cc2ccccc2)nnc1SCC(=O)Nc1nccs1	-1	0.2	123	1	14	0.0038	-0.86	-0.6	6
O=S(=O)(c1cccs1)N1CCc2ccccc21	-3	-0.3	80	7	-3	0.52	-0.26	-0.6	3

An excerpt of these results, with each value named.
smiles: CC1(C)CC(=O)C2=C(C1)N(CCN1CCOCC1)C1=C(C(=O)CC(C)(C)C1)C2c1cccc(Cl)c1
  Jurkat tox 60K: 15
  HTR1E agonist: 4.8
  Her2 expr inh: 108
  HEK293 NFkB inh: -6
  S1P1 ag-PAM: -61
  M1 antag: -0.19
  M1 agonist: 0.77
  S1P3 ag: 2.2
  5HT1E antag: -2
smiles: Cc1coc2c(C)c3oc(=O)c4c(c3cc12)CCC4
  Jurkat tox 60K: 0
  HTR1E agonist: 0.2
  Her2 expr inh: 81
  HEK293 NFkB inh: 0
  S1P1 ag-PAM: -26
  M1 antag: 0.099
  M1 agonist: 0.42
  S1P3 ag: 0.8
  5HT1E antag: -8

Source: PubChem
